Bioassay records: PubChem, National Center for Advancing Translational Sciences (NCATS)
4MU fluor: compounds fluorescent in 4-MU spectral region; compound autofluorescence, 340/450 nm, 4-MU equivalents; hits give high values; max dye-equivalent concentration, M; actives 11% (n = 59,000); AID 589; in the data active = max dye-equivalent concentration above about 10 nM; inconclusive = mostly about 1.1 nM to 9.6 nM
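Compounds in 100 mM Tris, pH 8.0, sat 15 min at room temperature before fluorescence was read at 340 nm excitation/450 nm emission; a per-plate six-point 4-MU standard curve converted signals to dye-equivalent concentration at each compound concentration.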
Hsp90 Hop PPI: changes Hsp90-Hop TPR2A binding signal, up or down. AlphaScreen TPR2A-His6 binding biotin-Hsp90 C-terminal peptide. Potency, µM (top dose mostly 57 µM), inactives show top-dose activity change, negative = inhibition. actives 0.44% (n = 71,000). AID 595; active = well fitted curve in either direction with a large enough effect; inconclusive = small, poorly fitted or top-dose-only effect, or another doubt; also: potency is read from the fitted curve at half-maximal effect; % is scaled to controls: 0 for no effect and ±100 for the full control effect; many of its hits are not listed in these tables
Epigenetic mod: epigenetic GFP locus derepression in mouse cells. Potency, µM (titrated, usually from 46.1 µM), for the others: at the top dose GFP derepression (activation). actives 0.09% (n = 68,000). mouse C127i GFP locus derepression, cytometry, 30 h; also: % of control where 0% means no effect
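Read-out is the number of GFP-positive cells, scored as fluorescent objects 20 to 120 um wide, reflecting derepression of a silenced CMV-GFP reporter in murine C127i cells after 30 h compound exposure at 37 C.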
HADH2 inhib: inhibitors of human HADH2 dehydrogenase | Q99714 | recombinant HADH2, NADH fluorescence, beta-hydroxybutyryl-CoA | Potency, µM (top dose mostly 57.1 µM), without a hit: at the highest dose activity change, negative = inhibition, usual class: inhibitors | actives 3.4% (n = 73,000) | AID 886; also: potency is read from the fitted curve at half-maximal effect; % is scaled to controls: 0 for no effect and ±100 for the full control effect; nearly all actives have a fitted effect of over 60% in size; many of its hits are not listed in these tables
Target sequence (Q99714 whole entry, looked up, one chain of several): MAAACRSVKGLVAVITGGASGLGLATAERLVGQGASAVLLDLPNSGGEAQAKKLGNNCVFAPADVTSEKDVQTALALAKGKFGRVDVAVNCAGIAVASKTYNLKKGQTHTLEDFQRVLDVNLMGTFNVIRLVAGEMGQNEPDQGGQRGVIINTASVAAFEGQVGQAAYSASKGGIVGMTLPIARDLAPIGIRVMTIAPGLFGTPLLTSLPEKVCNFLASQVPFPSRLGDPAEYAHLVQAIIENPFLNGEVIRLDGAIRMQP
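Activity measured as NADH fluorescence gain (360/450 nm), taken as the change between first and last reads of a 4-min kinetic run. Conditions: pH 9.0 Tris buffer, 20 nM E. coli-expressed His-tagged enzyme, 1 mM NAD+, 90 uM beta-hydroxybutyryl-CoA; 15-min compound preincubation.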
DNA Pol III inh: blocks replication by bacterial DNA polymerase III holoenzyme; AID 603; Potency, µM (series often up to 57.1 µM), inactives show at the top dose activity change, negative = inhibition; actives 0.25% (n = 71,000); reconstituted DNA polymerase III holoenzyme replication, biochemical; also: potency is read from the fitted curve at half-maximal effect; % is scaled to controls: 0 for no effect and ±100 for the full control effect
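Reconstituted *E. coli* holoenzyme (0.35 nM Pol III, 1 nM beta, 154 nM SSB, 2 nM primase) was preincubated with compound for 15 min at RT. Synthesis on 1.4 nM ssM13Gori ran 35 min, then was stopped with PicoGreen/EDTA and read as dsDNA fluorescence.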
HBB splicing: modulators of hemoglobin beta chain splicing | HBB splicing reporter cell assay, activation; EGFP reporter with mutant IVS2-654 intron; response scale: normalised to 500 nM splice-correcting PNA | Potency, µM (highest dose often 46.1 µM), without a hit: at the highest dose activation, actives largely listed as activators | actives 0.06% (n = 65,000) | AID 925; also: potency is read from the fitted curve at half-maximal effect; 0% is about no effect
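Compounds were applied for 2 days to HeLa EGFP-654 cells, 500/well in Optimem with 2% FCS. The reporter's EGFP is disrupted by mis-splicing of beta-globin intron IVS2-654. Readout: summed well GFP fluorescence from 488 nm laser scanning; reference was 500 nM antisense […] 654 PNA.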
Ub-GFP proteasome: proteasome inhibitors stabilizing ubiquitin-GFP reporter; Ubiquitin-GFP reporter cells, proteasome inhibition, GFP fluorescence; response scale: untreated = 0%, 10 µM MG-132 = 100%; Potency, µM (doses to about 45.9 µM), without a hit: at the highest dose activation (GFP accumulation), most hits filed as activators; 67,000 tested, under 10 active; active = well fitted activation curve with a large enough effect, not every such curve was filed as active; inconclusive = small, poorly fitted or top-dose-only effect, or another doubt; inactive = no such curve, though single readings can be large or run the other way; also: potency is read from the fitted curve at half-maximal effect
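Reporter cells (U2OS, ubiquitin-G76V-GFP fusion) are plated overnight, then treated 4 hr at 37 °C with compound titrations from 46 uM down to 2.9 nM. Activity is scaled against untreated cells and 10 uM MG-132.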
Rhodamine fluor: compound autofluorescence in rhodamine spectral region; Rhodamine-region fluorescence, 547/598 nm, Tris buffer; hits give high values; max dye-equivalent concentration, M; actives 0.05% (n = 59,000); in the data active = max dye-equivalent concentration above about 11 nM; inconclusive = between about 1.1 nM and that limit
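Intrinsic compound fluorescence, ex 547 / em 598 nm, CCD imager. Tris 100 mM pH 8.0; 15 min RT. Output = rhodamine dye-equivalent concentration at each compound concentration.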
Fluorescein fluor: fluorescein region autofluorescence; Compound autofluorescence, 480/540 nm, fluorescein-equivalent; hits give high values; max fluorescein-equivalent concentration, M; actives 0.91% (n = 59,000); AID 593; in the data active = max fluorescein-equivalent concentration above about 10 nM; inconclusive = between about 1.1 nM and that limit
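Autofluorescence profiling; 100 mM Tris, pH 8.0; incubation 15 min at RT; ex/em 480/540 nm; result as fluorescein-equivalent concentration.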
15-hLO inh: blocks human 15-lipoxygenase activity | P16050 | Potency, µM (series often up to 57.1 µM), without a hit: at the top dose activity change, negative = inhibition, hits mostly inhibitors | purified 15hLO-1, xylenol orange hydroperoxide absorbance | actives 1.4% (n = 74,000); also: potency is read from the fitted curve at half-maximal effect; % is scaled to controls: 0 for no effect and ±100 for the full control effect; nearly all actives have a fitted effect of over 55% in size
Target sequence (P16050 whole entry, looked up): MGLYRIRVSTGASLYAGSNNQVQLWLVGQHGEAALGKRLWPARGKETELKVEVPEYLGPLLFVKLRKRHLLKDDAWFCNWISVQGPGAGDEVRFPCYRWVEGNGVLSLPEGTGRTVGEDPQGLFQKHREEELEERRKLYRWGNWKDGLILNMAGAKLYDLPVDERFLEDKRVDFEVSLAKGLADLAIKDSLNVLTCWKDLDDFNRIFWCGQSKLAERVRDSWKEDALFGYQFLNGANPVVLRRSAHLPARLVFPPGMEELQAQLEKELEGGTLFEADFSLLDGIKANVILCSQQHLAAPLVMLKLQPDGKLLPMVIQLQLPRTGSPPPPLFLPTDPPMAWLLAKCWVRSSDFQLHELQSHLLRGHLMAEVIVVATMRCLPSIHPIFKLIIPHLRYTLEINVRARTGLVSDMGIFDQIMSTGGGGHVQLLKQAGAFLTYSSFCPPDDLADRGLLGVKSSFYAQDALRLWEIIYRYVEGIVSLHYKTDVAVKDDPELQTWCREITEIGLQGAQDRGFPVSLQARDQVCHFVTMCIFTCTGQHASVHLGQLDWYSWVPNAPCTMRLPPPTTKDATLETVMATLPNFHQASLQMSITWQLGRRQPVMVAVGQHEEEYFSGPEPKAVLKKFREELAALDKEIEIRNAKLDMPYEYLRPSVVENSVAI
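40 nM 15hLO-1 + cpd, 15 min RT; start w/ 50 uM AA (final), 6 min RT; stop/detect w/ 200 uM XO + 300 uM Fe(II) in 50 mM H2SO4, 30 min; A573/A405. Buffer 25 mM Hepes pH 7.5, 0.01% Triton X-100. No-enzyme wells as negative control.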
TexasRed autofl: compounds fluorescent in Texas Red spectral region. Compound fluorescence, Texas Red channel, 547/618 nm; hits give high values. max dye-equivalent concentration, M. actives 0.06% (n = 59,000). AID 587; in the data active = max dye-equivalent concentration above about 10 nM; inconclusive = between about 1.1 nM and that limit
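Pin-transferred compounds and Texas Red standards go into 100 mM Tris buffer, pH 8.0. After 15 min at room temperature, plates are imaged with 547/618 nm filters. Each value is a dye-equivalent concentration derived from the per-plate dye curve.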
* = called active by the depositor; i = inactive; ? = inconclusive; . = not tested or not shown; [ ] = another dose, or the depositor's remark. Unless noted, calls follow the shape of the dose curve; as a rule, active = well fitted curve in the direction sought with a large enough effect; inconclusive = small, poorly fitted or top-dose-only effect, or another doubt; inactive = no such curve, though single readings can be large; an effect the other way counts as inactive or inconclusive.

no. | Molecule | 4MU fluor | Hsp90 Hop PPI | Epigenetic mod | HADH2 inhib | DNA Pol III inh | HBB splicing | Ub-GFP proteasome | Rhodamine fluor | Fluorescein fluor | 15-hLO inh | TexasRed autofl
1 | CCN(CCN(C)C)C(=O)Cn1ncc2c1-c1cc(C)ccc1OC2 | . | ? | 2% | 0% | -2% | -0.4% | 0% | . | . | -2% | .
2 | c1ccc2c(c1)CCCN2c1nc2ccccc2n2cnnc12 | . | 2% | 11% | -10% | 0% | 0.4% | 19% | . | . | 2% | .
3 | CCC(C)(C(=O)NC1CCCCC1)N(CC1CCCO1)C(=O)c1ccccn1 (stereo unspecified) | i | -4% | 0% | 2% | -4% | 9.9%[0.369 µM] | -3% | i | i | 17% | i
4 | CCN1C(=O)c2cccc3c(NC(=O)C(C)(C)C)ccc1c23 | i | -1% | 4% | 5% | -4% | 1.1% | -1% | i | ? | 5% | ?
5 | O=C1c2ccccc2-c2cc([N+](=O)[O-])c([N+](=O)[O-])cc21 | i | -26%[11 µM] | 2%[9.22 µM] | ? | -1%[11.4 µM] | -1.1%[9.22 µM] | 2%[9.17 µM] | i | i | 12%[11.4 µM] | i
6 | c1ccc(N2CCN(Cc3nnnn3C3CCCCC3)CC2)cc1 | i | -3% | -1% | 3% | -3% | -0.4%[57.5 µM] | -3% | i | i | 0% | i
7 | Cc1ccc2cc(CN(Cc3ccc4c(c3)OCO4)Cc3nnnn3Cc3ccco3)c(=O)[nH]c2c1C | i | -9% | 0% | -11% | -21% | . | -2% | i | ? | 25µM* | i
8 | CCc1nnc(NC(=O)CSc2ncc(-c3ccccc3)n2CC)s1 | i | -6% | 4% | 11% | -4% | 0.4%[57.5 µM] | 3% | i | i | 1% | i
9 | CCCOc1ccc(C2C(C(=O)c3ccco3)=C(O)C(=O)N2CCN2CCOCC2)cc1OC (stereo unspecified) | i | -2% | -2% | -7% | 0% | 0.9%[1.84 µM] | 0% | i | i | 0% | i
10 | C=CCn1c(Cc2cccs2)nnc1SCC(=O)c1ccc(F)cc1 | i | -1% | -3% | -16% | -6% | 3.5% | 0% | i | ? | 0% | i
11 | COc1ccc(Cl)cc1NC(=O)CSc1nc(N2CCCCC2)nc(N2CCCCC2)n1 | i | -1% | 8% | 3% | -1% | 4.6% | 2% | i | ? | 5% | i
12 | c1ccc(N2CC[N+]3(CCCC3)CC2)nc1 | i | 1% | 2% | 3% | 3% | 5.6%[57.5 µM] | 0% | i | ? | 14% | i
13 | CSc1nc(C)c(C(=O)Nc2ccccc2)c(C)c1C#N | i | ? | 2% | 17% | -6% | 0.4%[0.369 µM] | . | i | i | -9% | i
14 | O=C(c1ccco1)N1CCN(C2CCCC2)CC1 | . | 0% | -5% | 4% | -10% | 0.7%[9.22 µM] | -5% | . | . | -6% | .
15 | Cc1cccc(CNc2cc(-c3ccccc3Cl)ncn2)c1 | i | 6% | 2%[9.22 µM] | 1% | -4% | -1.0% | -5% | i | ? | -18% | i
16 | Nc1csnc1C(=O)O | i | -5% | -1% | -14% | 0% | 0.6% | 3% | i | i | -5% | ?
17 | CCC(=O)N1c2ccccc2NC2=C(C(=O)CCC2)C1c1ccc(N(C)C)cc1 (stereo unspecified) | i | -7% | 0% | -1% | -3% | 0.4% | -7% | i | i | -2% | i
18 | CC(=O)N1CCc2cc(S(=O)(=O)CCC(=O)NCc3cccs3)ccc21 | i | -1% | -2% | 1% | -6% | -0.3% | 2% | i | i | -1% | i
19 | Cc1c(N=Cc2c(O)n(Cc3ccco3)c(=O)c3ccccc23)c(=O)n(-c2ccccc2)n1C | 2.2e-08M* | 0% | 1% | 8% | -2% | 0.3% | 4% | i | ? | -3% | i
20 | CN1CCN(c2ncc3nc(-c4ccccc4)c(=O)n(CCC#N)c3n2)CC1 | 1.2e-07M* | -5% | 7%[9.22 µM] | 68%[activator] | 4% | -0.3% | 9% | i | i | 4% | i

Reprinted from the part before: four entries, followed by the next part.
no. | Molecule | 4MU fluor | Hsp90 Hop PPI | Epigenetic mod | HADH2 inhib | DNA Pol III inh | HBB splicing | Ub-GFP proteasome | Rhodamine fluor | Fluorescein fluor | 15-hLO inh | TexasRed autofl
17 | CCC(=O)N1c2ccccc2NC2=C(C(=O)CCC2)C1c1ccc(N(C)C)cc1 (stereo unspecified) | i | -7% | 0% | -1% | -3% | 0.4% | -7% | i | i | -2% | i
18 | CC(=O)N1CCc2cc(S(=O)(=O)CCC(=O)NCc3cccs3)ccc21 | i | -1% | -2% | 1% | -6% | -0.3% | 2% | i | i | -1% | i
19 | Cc1c(N=Cc2c(O)n(Cc3ccco3)c(=O)c3ccccc23)c(=O)n(-c2ccccc2)n1C | 2.2e-08M* | 0% | 1% | 8% | -2% | 0.3% | 4% | i | ? | -3% | i
20 | CN1CCN(c2ncc3nc(-c4ccccc4)c(=O)n(CCC#N)c3n2)CC1 | 1.2e-07M* | -5% | 7%[9.22 µM] | 68%[activator] | 4% | -0.3% | 9% | i | i | 4% | i
21 | FC(F)(F)COc1nc(N2CCCCC2)nc(N2CCNCC2)n1 | . | -4%[11 µM] | 0% | 9%[11.4 µM] | -2%[11.4 µM] | 0.0%[0.0738 µM] | 2%[9.17 µM] | . | . | 1%[11.4 µM] | .
22 | O=S1(=O)C=C(SCCN2CCCCC2)c2ccccc21 | . | -4%[11 µM] | 0% | -3%[11.4 µM] | -5%[11.4 µM] | 0.3%[0.0738 µM] | 24%[9.17 µM] | . | . | -6%[11.4 µM] | .
23 | Cc1ccnc2ccc(-c3nc4ccccc4o3)cc12 | 2.5e-08M* | 0% | 0% | i | -5% | -0.8% | 1% | i | i | -1% | i
24 | Cn1c(=O)c2c(ncn2C[C@@H](O)CO)n(C)c1=O | i | -4%[26 µM] | 0%[20.6 µM] | 2%[25.6 µM] | -4%[25.6 µM] | 0.0%[20.6 µM] | 2%[20.5 µM] | i | ? | 1%[25.6 µM] | i
25 | COc1ccc(-c2nc3cnc(OC)nc3n(C[C@H]3CCCO3)c2=O)cc1 | 2.8e-08M* | 1% | 0%[9.22 µM] | 10% | -4% | -0.5% | -3% | i | i | 5% | i
26 | CC1=C(C(=O)NCc2ccccc2)C(c2ccc(C)o2)n2ncnc2N1 (stereo unspecified) | i | -2% | -2% | 7% | -6% | -2.8%[57.5 µM] | 3% | i | i | 7% | i
27 | CC(=O)c1cc(-c2nc3ccccc3n2C)n(C)c1 | i | -2% | 0% | 3% | -2% | -0.1% | -5% | i | ? | -1% | i
28 | O=C1C2CC=C(Cl)CC2C(=O)N1CC1Cc2ccccc2CO1 (stereo unspecified) | . | -6% | 14% | ? | -3% | 1.3% | -3% | . | . | -25% | .
29 | O=C(NCCCNC(=O)C(F)(F)C(F)F)C(F)(F)C(F)F | i | 1% | 0% | 3% | 0% | . | -2% | i | i | 5% | ?
30 | CC(C)(Oc1ccc(-c2cccc3ccccc23)cc1)C(=O)O | i | 2%[11 µM] | 0%[9.22 µM] | 15%[11.4 µM] | -3%[11.4 µM] | -1.6%[9.22 µM] | 5%[9.17 µM] | i | i | 5%[11.4 µM] | i
31 | Cc1ccccc1CN1CCCNC1=O | i | ? | 2% | 10% | -9% | 1.1%[0.369 µM] | . | i | i | 13% | i
32 | O=C(Nc1ccccc1C(=O)N1CCCC1)c1cccc(S(=O)(=O)N2CCCCC2)c1 | i | 3% | 0% | 10% | 0% | -0.7% | -10% | i | ? | 3% | i
33 | CN(C)CCNc1oc(-c2ccccc2F)nc1C#N | . | -4%[2.3 µM] | . | ? | 0% | 1.1% | -3% | . | . | 3% | .
34 | COc1ccc(CN2CCN(S(=O)(=O)c3ccc(NC(C)=O)cc3)CC2)cc1OC | i | -7% | -2% | 6% | -7% | -3.9% | -3% | i | i | -10% | ?
35 | Cc1csc2ncc(C(=O)N3CCc4ccccc43)c(=O)n12 | . | -5% | . | -7% | 0% | 0.0% | 0% | . | . | -1% | .
36 | Cn1cccc1C(=O)OCC(=O)Nc1cc(C(C)(C)C)nn1-c1ccccc1 | i | ? | -1% | ? | -1% | -4.2%[57.5 µM] | 0% | i | i | -3% | i

Only part of the results is shown; count on the stated rates, not on these rows.
